# MCL1 BIM primary: disrupts human MCL1 binding to BIM-BH3 peptide; Q07820; GST-MCL1 / FITC-Bim-BH3 fluorescence polarization; inhibition, % at 10.9 µM; 320,000 tested, 0.68% active; AID 2057;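 active = inhibition above the mean inhibition of all tested compounds plus 3 SD, set per campaign, cut at about 40% in these data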;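 also: 0% = DMSO wells and 100% = unlabeled Bim-BH3 peptide control; higher means more loss of mP so more displacement of Bim peptide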
# Target sequence (Q07820 whole entry, looked up): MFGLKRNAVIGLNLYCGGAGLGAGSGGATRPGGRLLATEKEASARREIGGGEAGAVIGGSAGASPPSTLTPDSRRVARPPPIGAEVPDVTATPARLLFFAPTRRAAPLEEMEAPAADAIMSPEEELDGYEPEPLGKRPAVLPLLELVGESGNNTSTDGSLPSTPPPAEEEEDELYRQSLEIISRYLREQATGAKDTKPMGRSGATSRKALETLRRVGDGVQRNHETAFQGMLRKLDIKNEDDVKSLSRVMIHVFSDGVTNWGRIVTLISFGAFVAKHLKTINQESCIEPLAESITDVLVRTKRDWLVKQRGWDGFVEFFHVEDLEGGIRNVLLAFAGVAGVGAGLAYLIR
# CIT2-GFP yeast: modulators of TOR pathway CIT2-GFP in S. cerevisiae; S. cerevisiae CIT2-GFP strain, flow cytometry, 3 h; 100 means same as DMSO wells; GFP response vs DMSO, % at 10 µM; 320,000 tested, 0.065% active; AID 2029;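 active = GFP response relative to DMSO above a set limit, near the screen mean plus 3 SD, cut at about 150% in these data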;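 also: ratio of well median GFP fluorescence to mean of DMSO wells on the plate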
# AGP1-GFP MLPCN: yeast TOR pathway AGP1-GFP modulation | S. cerevisiae AGP1-GFP multiplex flow cytometry, 3 h; GFP as percent of DMSO wells | GFP response vs DMSO, % at 10 µM | 320,000 tested, 0.02% active | AID 2066;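 active = GFP response relative to DMSO above a set limit, near screen average plus 3 SD, cut at about 150% in these data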;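 also: median GFP channel fluorescence of the gated AGP1 strain per well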
# GLD-1 RNA inh: GLD-1-TGE RNA interaction inhibition (C. elegans) | purified GLD-1 + fluorescein TGE RNA, fluorescence polarization | Q17339 | AID 2280 | 320,000 tested, 0.44% active | inhibition, % at 5.96 µM;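 active = percent inhibition above a per-plate cutoff, the plate mean of test compounds plus 3 SD, cut at about 30% in these data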;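 also: 0% = DMSO wells with GLD-1 and probe and 100% = wells lacking GLD-1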
# GRK2 inh: blocks RNA aptamer binding to human GRK2; P25098; bead flow cytometry, FAM-aptamer displacement from GRK2; inhibition of aptamer binding, % at 10 µM; 330,000 tested, 0.59% active;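 active = inhibition of aptamer binding above 40%, roughly 3 SD of noise, on plates passing a quality check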;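 also: median bead fluorescence of bound FAM aptamer so fluorescent compounds give negative values; no value below 0 was filed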
# Target sequence (P25098 whole entry, looked up): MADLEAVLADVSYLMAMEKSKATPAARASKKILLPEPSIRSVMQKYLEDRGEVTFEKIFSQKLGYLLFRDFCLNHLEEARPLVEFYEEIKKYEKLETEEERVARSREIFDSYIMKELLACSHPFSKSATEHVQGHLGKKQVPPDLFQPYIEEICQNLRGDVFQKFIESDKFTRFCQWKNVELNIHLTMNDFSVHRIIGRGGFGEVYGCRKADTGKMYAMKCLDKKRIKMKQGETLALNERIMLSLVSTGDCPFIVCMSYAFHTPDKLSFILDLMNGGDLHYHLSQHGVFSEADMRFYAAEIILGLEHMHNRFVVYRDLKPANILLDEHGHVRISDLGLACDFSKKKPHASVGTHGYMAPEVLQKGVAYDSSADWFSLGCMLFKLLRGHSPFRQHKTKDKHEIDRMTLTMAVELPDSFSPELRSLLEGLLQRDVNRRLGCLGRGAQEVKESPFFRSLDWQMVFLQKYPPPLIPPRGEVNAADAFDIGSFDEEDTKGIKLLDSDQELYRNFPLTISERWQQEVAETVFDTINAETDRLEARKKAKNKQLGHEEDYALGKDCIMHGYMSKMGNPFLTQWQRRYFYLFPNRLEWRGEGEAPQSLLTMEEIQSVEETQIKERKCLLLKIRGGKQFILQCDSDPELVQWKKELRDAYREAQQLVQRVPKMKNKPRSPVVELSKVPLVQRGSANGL
# BCLXL inh: inhibitors of human Bcl-xL; Q07817; GST-Bcl-xL / FITC-Bim BH3 peptide fluorescence polarization; inhibition, % at 10.9 µM; 320,000 tested, 0.7% active;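 active = inhibition above the mean of all tested compounds plus 3 SD, cutoff set per campaign, cut at about 30% in these data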;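 also: 0% = DMSO wells and 100% = unlabeled Bim-BH3 peptide competitor; inhibitors lower millipolarization by displacing the labeled peptide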
# Fam108B counter: counter-screen for RBBP9 inhibitors: inhibitors of mouse Fam108B | recombinant Fam108B, FP-Rh probe fluorescence polarization | inhibition, % at 9.51 µM | 300,000 tested, 0.33% active | AID 1947;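 active = inhibition above the screen mean inhibition plus 3 SD, computed separately per campaign, cut at about 18% in these data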;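 also: inhibitors lower polarization as less probe binds the enzyme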
# VLA-4 inh: inhibition in a human VLA-4 binding assay. inhibition, % (about 7 µM as worked out from the volumes in the protocol). 330,000 tested, 0.2% active. P13612. VLA-4 expressing cells, ligand binding flow cytometry; in the data active = inhibition above about 50%
# MEX-5 binding: C. elegans MEX-5 TCR-2 RNA binding activity; MEX-5/FITC-TCR2 RNA binding, fluorescence polarization; active compounds read low; activity score (negative = inhibition of binding), % at 10 µM; 300,000 tested, 0.38% active;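 active = inhibition past about -25% in most replicates, and total fluorescence under double the plate's negative control median, limit read from the data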;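 also: 0% = DMSO and -100% = 5 µM competing unlabeled TCR2 RNA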
# An asterisk follows results filed as active; nt = not tested or not shown.
SMILES,MCL1 BIM primary,CIT2-GFP yeast,AGP1-GFP MLPCN,GLD-1 RNA inh,GRK2 inh,BCLXL inh,Fam108B counter,VLA-4 inh,MEX-5 binding
Cc1ccccc1/C(N)=N/OC(=O)c1ccc(F)cc1,-0.1,97.0,90.5,0.6,4.0,2.6,-1.4,-0.9,0.2
O=C(CCCc1ccccc1)NCCCc1ccccc1,2.4,109.6,111.4,5.6,2.0,0.2,1.3,7.8,0.4
Cc1ccc(S(=O)(=O)NCCNC(=O)C2CCCNC2=O)cc1 (stereo unspecified),2.4,85.4,94.9,-4.0,0.0,6.4,-0.2,5.8,-2.4
Cc1ccc(-c2nc(-c3ccc(Cl)cc3)sc2CC(=O)O)c(C)c1,5.8,84.7,82.9,-0.3,1.0,5.0,0.3,4.5,-0.2
COc1ccc2c(c1)CCc1cc(C(=O)N3CCN(c4ccc(N5CCOCC5)nn4)CC3)sc1-2,2.5,86.6,96.8,2.8,4.0,4.1,1.5,34.0,-1.0
COc1ccc(/C=C2/Sc3ccc(C(=O)N4CCOCC4)cc3NC2=O)cc1OC,3.5,97.6,101.9,1.7,2.0,1.9,-2.2,9.6,1.3
CN(c1ccccc1)c1ccc(/C=N/NC(=O)CC#N)cc1,-7.8,89.9,107.1,-4.3,0.0,-0.3,2.7,14.5,-1.8
COc1ccccc1NC(=O)C(C)N1C(=O)C2CCCCC2C1=O (stereo unspecified),-6.7,97.1,98.8,-6.1,2.0,-7.3,nt,10.3,nt
O=C(NCCOC(=O)c1ccc(Cl)cc1)c1cccnc1,2.3,88.3,91.1,6.0,5.0,1.2,-0.3,7.9,0.8
C=CCc1c(C)[nH]c2ccc(C)cc2c1=O,-2.1,83.7,101.1,2.7,1.0,0.9,1.4,6.7,0.1
COc1ccccc1CCN=C(N)NS(=O)(=O)c1ccccc1F,12.5,115.6,105.6,0.9,2.0,4.2,3.9,-19.6,2.9
O=C(NCC(=O)N(Cc1cccs1)C(C(=O)NC1CCCCC1)c1ccco1)c1ccco1 (stereo unspecified),7.8,103.2,102.6,0.3,1.0,5.4,-0.6,-17.7,-3.5
CCc1ccc(NC(=O)COC(=O)c2ccc(Cl)c(S(=O)(=O)N3CCCCCC3)c2)cc1,-6.1,94.1,87.2,-0.9,3.0,4.3,-28.5,3.4,1.8
Cn1c(SCC(=O)Nc2cccc(O)c2)nnc1-c1ccc(S(=O)(=O)N2CCOCC2)cc1,3.6,100.9,106.5,4.8,1.0,-1.1,-0.8,10.1,-0.9
O=C(CCCCl)Nc1c2c(nn1-c1ccccc1)CSC2,4.2,91.1,100.3,3.4,1.0,6.9,-1.0,6.7,2.3
O=C(CSc1nnc(-c2cccnc2)n1Cc1ccccc1)N1CCOCC1,-2.1,90.7,94.5,-0.6,2.0,3.4,-3.8,33.7,3.2
CCOC(=O)C1CCCN(C(=O)CSc2nccn2C)C1 (stereo unspecified),2.7,94.5,87.5,-3.0,0.0,-4.0,1.6,-0.8,-0.9
CCC1(c2ccccc2)NC(=O)N(CC(=O)Nc2cccc(C#N)c2)C1=O (stereo unspecified),-3.3,103.7,102.1,0.4,3.0,-0.8,-1.8,11.5,-0.5
CCOc1ccc(NC(=S)c2ccncc2)cc1,7.3,98.1,100.6,1.7,0.0,10.5,2.5,-5.2,-2.5
Cc1ccc(C)c(NC(=O)CNC(=O)N2CC(=O)Nc3ccccc32)c1,9.1,96.9,103.0,-3.6,0.0,4.9,2.4,-113.4,-1.1
CCCCn1c(N)c(N(CCOC)C(=O)c2ccc(N3CCCC3)c([N+](=O)[O-])c2)c(=O)[nH]c1=O,0.1,99.8,111.0,5.4,0.0,3.4,1.9,-4.9,0.7
CCCOc1ccc(-c2csc3nc[nH]c(=O)c23)cc1,2.5,102.7,96.3,-4.4,0.0,0.6,6.0,1.2,-2.1
O=C(Nc1ncnc2sc3c(c12)CCCCC3)c1ccccc1,0.7,106.7,101.6,2.0,1.0,4.6,1.4,-3.9,0.2
Cc1cccc(C(=O)Nc2ccccc2SCC(=O)Nc2ccc(C)c(Cl)c2)c1,-7.8,95.3,99.1,0.7,0.0,0.0,-1.4,19.2,-1.3
O=C(NCCNC(=O)c1ccccn1)c1ccc(F)cc1,6.0,116.9,107.5,-0.9,3.0,6.8,-0.7,-5.0,3.5
CSc1ncccc1C(=O)Nc1nc2c(C)cccc2s1,7.2,87.1,88.2,-3.5,0.0,4.5,-0.6,17.9,0.1
Cc1ccc(S(=O)(=O)N2CCC[C@H]2C(=O)Nc2ccccc2Cl)cc1,nt,77.5,102.5,-6.0,0.0,nt,nt,-6.2,nt
O=C(CN1CCN(S(=O)(=O)c2cccs2)CC1)NCC1CCCCC1,-6.9,95.2,98.6,1.8,0.0,-1.2,nt,18.5,nt
CC1CCCCC1NC(=O)c1cn(C)c2ccc(S(=O)(=O)N3CCOCC3)cc2c1=O (stereo unspecified),-3.5,93.7,83.6,-0.7,4.0,4.4,-1.1,9.4,0.9
O=C(CCc1ccccc1)Nc1nnc(-c2ccc3c(c2)CCCC3)o1,4.4,102.7,106.1,3.9,2.0,-0.2,-2.1,17.9,-3.4
CCOn1c(=O)c(-c2ccc(OC)cc2)[n+]([O-])c2ccccc21,5.8,103.1,96.7,-0.5,0.0,5.0,-1.2,10.9,-0.2
COc1cccc(Nc2nc(NCCO)c3ccccc3n2)c1,3.1,86.5,85.9,-5.8,2.0,1.2,-2.3,2.5,1.0
CCOC(=O)C1=C(C)NC(C)=C(C(=O)OCC)C1C(=O)OCC(=O)N1CCOCC1,nt,100.1,99.6,-0.4,0.0,nt,nt,2.2,nt
O=C(CCN1CCN(c2ccccc2)CC1)Nc1cccc(Br)c1,7.1,97.8,98.5,3.9,0.0,8.6,-0.5,-4.5,-0.9
CCN1C(C(=O)c2ccccc2)=C(Nc2ccccc2C)c2ccccc2S1(=O)=O,-4.8,89.0,94.3,-2.9,1.0,0.4,-3.2,3.2,0.6
Cc1nn(C)c(C(=O)N/N=C/c2cccnc2)c1Cl,8.4,99.6,101.6,2.2,0.0,2.0,1.5,-7.0,-0.6
CN(C(=O)CSCC(=O)O)C1CCCCC1,3.9,100.8,100.2,1.7,0.0,0.1,0.5,16.9,-0.9
COc1cc(/C=C/C(=O)NC(C)C)ccc1OCc1ccccc1,-6.2,101.0,95.5,-11.7,7.0,2.1,4.5,13.4,0.8
COC(=O)Nc1ccc(S(=O)(=O)NC2CCCCC2)cc1,2.0,94.3,93.0,-1.1,0.0,1.5,-8.8,-2.9,0.8
CC(C)c1ccc(NC(=O)C2C3C=CC4(O3)C2C(=O)N(CCN2CCOCC2)C4C(=O)NC2CCCCC2)cc1 (stereo unspecified),7.3,98.8,101.5,-12.2,5.0,4.0,4.5,1.8,-3.4

# 11 structures from above, arranged by count of non-hydrogen atoms, rising:
SMILES,MCL1 BIM primary,CIT2-GFP yeast,AGP1-GFP MLPCN,GLD-1 RNA inh,GRK2 inh,BCLXL inh,Fam108B counter,VLA-4 inh,MEX-5 binding
CN(C(=O)CSCC(=O)O)C1CCCCC1,3.9,100.8,100.2,1.7,0.0,0.1,0.5,16.9,-0.9
Cc1nn(C)c(C(=O)N/N=C/c2cccnc2)c1Cl,8.4,99.6,101.6,2.2,0.0,2.0,1.5,-7.0,-0.6
CSc1ncccc1C(=O)Nc1nc2c(C)cccc2s1,7.2,87.1,88.2,-3.5,0.0,4.5,-0.6,17.9,0.1
COc1cccc(Nc2nc(NCCO)c3ccccc3n2)c1,3.1,86.5,85.9,-5.8,2.0,1.2,-2.3,2.5,1.0
COc1cc(/C=C/C(=O)NC(C)C)ccc1OCc1ccccc1,-6.2,101.0,95.5,-11.7,7.0,2.1,4.5,13.4,0.8
O=C(CN1CCN(S(=O)(=O)c2cccs2)CC1)NCC1CCCCC1,-6.9,95.2,98.6,1.8,0.0,-1.2,nt,18.5,nt
O=C(CCc1ccccc1)Nc1nnc(-c2ccc3c(c2)CCCC3)o1,4.4,102.7,106.1,3.9,2.0,-0.2,-2.1,17.9,-3.4
Cc1cccc(C(=O)Nc2ccccc2SCC(=O)Nc2ccc(C)c(Cl)c2)c1,-7.8,95.3,99.1,0.7,0.0,0.0,-1.4,19.2,-1.3
CCN1C(C(=O)c2ccccc2)=C(Nc2ccccc2C)c2ccccc2S1(=O)=O,-4.8,89.0,94.3,-2.9,1.0,0.4,-3.2,3.2,0.6
CC1CCCCC1NC(=O)c1cn(C)c2ccc(S(=O)(=O)N3CCOCC3)cc2c1=O (stereo unspecified),-3.5,93.7,83.6,-0.7,4.0,4.4,-1.1,9.4,0.9
CC(C)c1ccc(NC(=O)C2C3C=CC4(O3)C2C(=O)N(CCN2CCOCC2)C4C(=O)NC2CCCCC2)cc1 (stereo unspecified),7.3,98.8,101.5,-12.2,5.0,4.0,4.5,1.8,-3.4

# (listing goes on)
SMILES,MCL1 BIM primary,CIT2-GFP yeast,AGP1-GFP MLPCN,GLD-1 RNA inh,GRK2 inh,BCLXL inh,Fam108B counter,VLA-4 inh,MEX-5 binding
CCCCn1c(-c2csc3c2CCC(C)C3)n[nH]c1=S (stereo unspecified),-14.0,78.5,84.8,5.6,0.0,-22.9,-2.2,21.6,0.3
CN(C(=O)c1ccc(=O)[nH]c1)C1(C(=O)NC2CCCCC2)CCCCC1,1.4,91.2,100.2,5.7,1.0,5.3,1.9,-0.7,1.8
CN1CCN(NC(=O)C23CC4CC(CC(C4)C2)C3)CC1,0.9,102.4,103.9,2.0,1.0,7.4,-1.5,4.7,-2.3
CCOC(=O)N/N=C\c1ccc(C)s1,-7.7,104.2,101.8,0.9,1.0,-2.7,0.0,-10.2,0.0
CC(C)C(NS(=O)(=O)c1ccc2c(c1)oc(=O)n2C)C(=O)N1CCN(C2CCCCC2)CC1 (stereo unspecified),5.8,108.4,108.2,-2.5,1.0,5.4,4.3,5.9,4.0
CC(=O)OCCN1C(=O)c2cccnc2C1=O,6.3,116.8,103.0,9.2,0.0,0.6,-4.6,-12.6,-0.8
COC(=O)NCN1C(=O)C2C3C=CC(C3)C2C1=O (stereo unspecified),-1.5,102.0,102.0,9.4,0.0,3.0,-0.2,8.7,0.8
C=CCNC(=O)CN1C(=O)NC(C)(c2ccc(OC)cc2)C1=O (stereo unspecified),5.2,107.1,103.1,-2.2,0.0,6.8,-4.2,3.8,0.1
COc1ccc(OCC(=O)Nc2ccccc2OC)cc1,5.2,92.8,95.6,7.5,6.0,0.3,0.0,0.2,0.4
CCCCn1c(=O)c(CCC(=O)OCC(=O)Nc2cc(Cl)ccc2OC)nc2ccccc21,-1.7,109.5,113.0,5.1,1.0,-2.3,1.4,8.2,0.7
Cc1ccc(NC(=O)C2CC=CCC2C(=O)N2CCCCC2)cc1 (stereo unspecified),2.4,96.3,102.4,7.3,2.0,1.6,4.9,-13.0,2.3
CC(C)(C)NS(=O)(=O)c1ccc(NC(=O)NC2CCCCC2)cc1,5.5,109.7,103.6,5.0,2.0,2.2,-0.1,9.0,-0.4

# Source: PubChem BioAssay
